# Screening data deposited in PubChem BioAssay by National Center for Advancing Translational Sciences (NCATS).
# B2AR arrestin: beta2AR (human) beta-arrestin recruitment activity; beta-arrestin recruitment to beta2AR, cell-based reporter; Potency, µM (highest dose often 46.1 µM), without a hit: top-dose activation, usual class: activators; 0.02% of 330,000 active;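 note: potency is the fitted concentration of half-maximal effect; 0% = DMSO controls and full agonism = EC100 isoproterenol or metaproterenol; nearly all actives have a fitted effect of over 65% in size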
# USP2a inh: inhibitors of human ubiquitin-specific protease USP2a | O75604 | USP2 core, Ub-CHOP2 coupled fluorogenic reporter, 485/531 | Potency, µM (top dose mostly 38.3 µM), for inactives: at the top dose activity change, negative = inhibition, actives largely listed as inhibitors | 0.01% of 330,000 active | AID 463254;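 note: potency is the fitted concentration of half-maximal effect; plate controls were DMSO wells for no effect and full inhibition by NEM control for full effect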
#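 Cell-free coupled assay: 10nM USP2 core preincubated 30min RT with compound in Tris-HCl pH 8.0/CaCl2/CHAPS buffer, then 25nM Ub-CHOP2 and 25nM reporter substrate; fluorescence (Ex 485/Em 531) read after 60min RT, normalized to NEM inhibition, concentration-response curves fitted.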
# p53 reactivation: re-activators of mutant p53 | AID 504706 | H1299 p53-A138V BP100-luciferase reporter, luminescence, 24 h | 0.063% of 320,000 active | Potency, µM (titrated, usually from 92.2 µM), for inactives: at the highest dose activity change, positive = activation, hits mostly activators; note: potency is the fitted concentration of half-maximal effect; % of control where 0% means no effect; nearly all actives have a fitted effect of over 45% in size
#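 H1299 (p53-null), stable ts p53-A138V + BP100-Luc; 1000 cells/well, Opti-MEM/10% FBS; cpd 4 pt, 1:5; 24 h, 37 deg C, 5% CO2; detection reagent 10 min RT; luminescence.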
# Integrin act MD: integrin-mediated muscular dystrophy alleviation activation | alpha7betagal myoblasts, beta-gal FDG fluorescence, 48 h | Potency, µM (highest dose often 38.3 µM), for the others: at the top dose activation, most hits filed as activators | 0.064% of 350,000 active;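 note: potency is the fitted concentration of half-maximal effect; 100% = response of the positive control SU9516; nearly all actives have a fitted effect of over 60% in size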
#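 Alpha7betagal+/- myoblasts (passage 13) were plated 16-24 hr, then exposed to compounds (1:260 dilution of DMSO stock) for 48 hours at 37C. After MPER lysis, β-galactosidase reporter activity was read as FDG fluorescence (ex 480/em 540) after 30 minutes.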
# uPA generation: blocks generation of uPA at the cell surface; cell surface uPA generation assay, qHTS; 0.31% of 330,000 active; AID 540303; Potency, µM (series often up to 38.3 µM), inactives show at the highest dose activity change, negative = inhibition, actives largely listed as inhibitors; active = well fitted inhibition curve with a large enough effect; inconclusive = small, poorly fitted or top-dose-only effect; inactive = no such curve, though single readings can be large or run the other way; tested in mouse RAW 264.7 cells; note: potency is the fitted concentration of half-maximal effect; % is set by controls: 0 for no effect and ±100 for the full control effect; nearly all actives have a fitted effect of over 55% in size
# TRPV1 agonist: activates the human vanilloid receptor TRPV1; Q8NER1; TRPV1-expressing cells, Fluo-8 calcium influx, agonist mode; activation, % at 8.33 µM; 0.19% of 320,000 active; AID 540275; in the data active = activation above about 80%; inconclusive = between about 30% and that limit; note: 0% is about no effect
#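 Fluo-8 calcium influx in TRPV1-expressing cells, kinetic read (ex 480/em 520 nm). Compound added and read 3 min for agonist activity, followed by capsaicin at EC20 final and 2 min further read for enhancement.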
# BRCA1 expr up: increases BRCA1 expression; MCF7-BRCA1-FFLuc reporter, luminescence, 48 h; response scale: scaled: vehicle 0%, 10 µM genistein 100%; Potency, µM (titrated, usually from 46.1 µM), for inactives: top-dose activation, usual class: activators; 1.1% of 380,000 active; AID 624202; note: potency is the fitted concentration of half-maximal effect; nearly all actives have a fitted effect of over 80% in size; some results filed as inactive show a strong effect at the top dose
#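 MCF7-BRCA1-FFLuc, 2000 cells/well; 2 h attach, 37 °C/5% CO2; compound 48 h; luciferase substrate 15 min; luminescence end-point. Norm. to genistein 10 microM max activation and DMSO; concentration-response curves fitted.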
# ELG1 genotox: genotoxicity induction in ELG1-luciferase HEK293T cells. AID 504466. 1.3% of 330,000 active. HEK293T ELG1-luciferase reporter, luminescence, 16 h. Potency, µM (titrated, usually from 46 µM), for the others: at the top dose activity change, positive = activation, usual class: activators; note: potency is the fitted concentration of half-maximal effect; % of control where 0% means no effect; nearly all actives have a fitted effect of over 60% in size
#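 16 hr compound incubation (37 °C, 5% CO2) of HEK293T cells carrying luciferase-tagged ELG1; luciferase then measured by ONE-Glo luminescence after 30 min at RT.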
# PTAP TSG101 blk: blocks PTAP/TSG101 interaction to inhibit HIV-1 budding; Fluorescence polarization, FITC-PTAP peptide / Tsg101 binding; Potency, µM (titrated, usually from 115 µM), without a hit: at the top dose activity change, negative = inhibition, most hits filed as inhibitors; 340,000 tested, under 10 active; active = well fitted inhibition curve with a large enough effect in the main read-out, with a control signal flat, not every such curve was filed as active; inconclusive = small, poorly fitted or top-dose-only effect, or effect the other way, or a change in a side signal; inactive = no such curve, though single readings can be large or run the other way; note: potency is the fitted concentration of half-maximal effect; % of control where 0% means no effect
# Target sequence (Q99816 whole entry, looked up): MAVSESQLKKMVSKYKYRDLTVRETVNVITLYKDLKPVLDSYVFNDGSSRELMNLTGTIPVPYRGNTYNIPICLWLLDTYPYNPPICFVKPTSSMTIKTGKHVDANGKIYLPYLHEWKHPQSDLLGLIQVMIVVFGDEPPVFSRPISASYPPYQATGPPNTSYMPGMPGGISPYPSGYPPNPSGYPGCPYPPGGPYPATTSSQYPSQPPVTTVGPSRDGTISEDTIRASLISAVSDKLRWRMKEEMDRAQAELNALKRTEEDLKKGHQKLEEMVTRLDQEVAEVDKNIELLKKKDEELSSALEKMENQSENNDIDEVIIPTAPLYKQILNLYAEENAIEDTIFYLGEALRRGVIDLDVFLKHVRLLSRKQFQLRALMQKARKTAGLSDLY
#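 Steps: Tsg101 binding domain dispensed (10 uM final), compounds pinned in DMSO, FITC-labeled PTAP-motif peptide added (50 nM final); after 20 min binding at room temperature, polarization measured.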
# Eya2 inh: blocks the phosphatase activity of human Eya2; recombinant Eya2, OMFP fluorescence dephosphorylation (OMFP is methylfluorescein phosphate); Potency, µM (titrated, usually from 76.9 µM), inactives show top-dose activity, negative = inhibition, usual class: inhibitors; 0.006% of 330,000 active; AID 488837; note: potency is the fitted concentration of half-maximal effect; % is set by controls: 0 for no effect and ±100 for the full control effect
#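 Eya2 protein (added as 0.2 uM solution) was preincubated with compound for 10 min at ambient temperature in 50 mM HEPES pH 7.5, 50 mM NaCl, 5 uM MgCl2, 0.05% BSA, 1 mM DTT. OMFP (added at 50 uM) then reacted 10 min; fluorescence read at 485/525 nm.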
# S-ASM inh: inhibitors of human secretory acid sphingomyelinase; placental ASM, HMU-PC fluorogenic substrate, 60 min; P17405; 0.006% of 340,000 active; Potency, µM (titrated, usually from 57.5 µM), inactives show top-dose activity change, negative = inhibition, usual class: inhibitors; note: potency is the fitted concentration of half-maximal effect
# Target sequence (P17405 47-631 limits assumed): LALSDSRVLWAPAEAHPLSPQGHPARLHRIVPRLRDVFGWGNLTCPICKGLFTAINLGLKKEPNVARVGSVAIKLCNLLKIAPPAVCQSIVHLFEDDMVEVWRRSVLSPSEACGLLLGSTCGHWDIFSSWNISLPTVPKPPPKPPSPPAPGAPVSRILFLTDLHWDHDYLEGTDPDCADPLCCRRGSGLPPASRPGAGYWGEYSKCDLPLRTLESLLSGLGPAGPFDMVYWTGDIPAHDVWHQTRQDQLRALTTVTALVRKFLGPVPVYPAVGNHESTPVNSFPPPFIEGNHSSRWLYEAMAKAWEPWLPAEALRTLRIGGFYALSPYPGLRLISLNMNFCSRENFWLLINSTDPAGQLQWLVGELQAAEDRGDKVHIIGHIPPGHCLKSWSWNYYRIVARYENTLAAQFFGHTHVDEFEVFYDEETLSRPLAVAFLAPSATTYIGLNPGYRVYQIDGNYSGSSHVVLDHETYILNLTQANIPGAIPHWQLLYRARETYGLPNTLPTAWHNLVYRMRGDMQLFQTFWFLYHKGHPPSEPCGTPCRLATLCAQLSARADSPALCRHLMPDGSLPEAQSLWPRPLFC
#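 Steps: dispense placental human ASM, pin compound, wait 10 min at room temperature, add HMU-PC0 substrate at 9 uM final, incubate 60 min at 37 °C, add stop solution raising pH to 10, read fluorescence.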
# Numbers without * were called inactive; i = inactive; u = inconclusive; x = no result given; [ ] = another dose, or the depositor's remark. Unless noted, calls come from the whole dose curve; as a rule, active = well fitted curve in the direction sought with a large enough effect; inconclusive = small, poorly fitted or top-dose-only effect, or another doubt; inactive = no such curve, though single readings can be large; an effect the other way counts as inactive or inconclusive. No enrichment for hits; overall some 2.6% were active at least once.
mol	B2AR arrestin	USP2a inh	p53 reactivation	Integrin act MD	uPA generation	TRPV1 agonist	BRCA1 expr up	ELG1 genotox	PTAP TSG101 blk	Eya2 inh	S-ASM inh
CCOC(=O)c1c(CN(CC)CC)oc2cc(Br)c(O)cc12	-0.1%	1%	-4%	6%	0%	u	1%	2%	10%	5%	7%
CC(C)CN1CCC(=O)N(CCO)CC1	0.5%	1%	x	0%	6%	-4	2%	4%	2%	-2%	8%
Cc1cnc(NC(=O)CC2OC(=O)c3ccccc32)s1 (stereo not drawn)	-0.5%	4%	8%	-5%	1%	4	-22%	-1%	4%	5%	1%
CC(C)N1C(=O)C(Cc2nc3ccccc3c(=O)n2-c2ccccc2)c2ccccc21 (stereo not drawn)	-0.2%	1%	-2%	0%	11%	-2	-49%	3%	1%	8%	-6%
O=C(CCN1CCCCC1)c1ccccc1	0.1%	3%	7%	-43%	x	-4	0%	4%	-6%	-19%	1%
CC(Sc1nc2ncc(Cl)cc2[nH]1)C(=O)NC1(C#N)CCCCC1 (stereo not drawn)	-0.4%	1%	6%	-39%	-15%	0	0%	-1%	-4%	-7%	1%
c1ccc2c(c1)ncn2CCOCCOCCn1cnc2ccccc21	-0.6%	-1%	1%	-21%	6%	0	-33%	-3%	-4%	-18%	0%
CCc1ccc(-c2nn[nH]n2)cc1	0.1%	3%	u	2%	-14%	-5	39%	9%	-4%	-1%	1%
COc1ccc(CN2CCc3ccccc3C2)c(OC)c1OC	-0.7%	2%	0%	-16%	-1%	2	-2%	-2%	-7%	-2%	1%
CCCCN(C)CCCN1C(=O)C2C(C(=O)Nc3cccc(OC)c3)C3C=CC2(O3)C1C(=O)NC1CCCCC1C (stereo not drawn)	-0.7%	3%	3%	-31%	-6%	-1	-2%	4%	-7%	8%	0%
Cc1cc(=O)[nH]c(N/N=C/c2ccc(N(C)C)cc2)n1	-0.9%	-1%	4%	-13%	-5%	-3	54%	9%	-4%	6%	149%[activator]
COc1ccc(S(=O)(=O)NCc2ccncc2)cc1NC(=O)c1ccc(Cl)cc1	-0.4%	0%	-5%	-26%	-3%	2	-10%	-6%	-7%	-13%	-2%

# Reprinted from the part before: two compounds; new compounds follow.
mol	B2AR arrestin	USP2a inh	p53 reactivation	Integrin act MD	uPA generation	TRPV1 agonist	BRCA1 expr up	ELG1 genotox	PTAP TSG101 blk	Eya2 inh	S-ASM inh
Cc1cc(=O)[nH]c(N/N=C/c2ccc(N(C)C)cc2)n1	-0.9%	-1%	4%	-13%	-5%	-3	54%	9%	-4%	6%	149%[activator]
COc1ccc(S(=O)(=O)NCc2ccncc2)cc1NC(=O)c1ccc(Cl)cc1	-0.4%	0%	-5%	-26%	-3%	2	-10%	-6%	-7%	-13%	-2%
O=C(NCCc1ccc(Cl)cc1)C1CCN(c2ncccn2)CC1	-0.1%	1%	8%	-25%	-1%	-1	0%	-3%	0%	16%	2%
FC(F)Sc1ccc(Nc2ncnc3nc[nH]c23)cc1	-1.0%	-2%	u	-15%	-8%	83*	3.5µM*	18%	x	-5%	-4%
N#CC1=C(N)Oc2c(oc(CO)cc2=O)C12C(=O)Nc1ccc(Cl)cc12 (stereo not drawn)	-1.4%	3%	0%	1%	0%	-1	-36%	0%	-10%	5%	8%
CCn1c(C2CCN(Cc3ccccc3)CC2)n[nH]c1=S	0.2%	-1%	-2%	12%	-2%	1	0%	-2%	-3%	24%	17%
Cc1nc2c3ccccc3nc(NNC(=O)CCC(=O)N3CCCC(C)C3)n2n1 (stereo not drawn)	0.5%	-1%	-2%	-2%	-4%	-2	6%	-3%	-3%	3%	1%
Cc1ccc(S(=O)(=O)NNC(=O)Nc2cccc3ccccc23)cc1	-1.1%	3%	-6%	-23%	-11%	0	-3%	-1%	1%	4%	0%
O=c1[nH]c(Nc2ccccc2)cc2cc(Br)ccc12	x	x	x	-4%	u	x	-61%	x	-20%	x	45%[activator]
CC1CCN(C(=O)COC(=O)CNC(=O)c2ccccc2F)CC1	-0.2%	1%	1%	2%	2%	3	-1%	-1%	2%	18%	-3%
Cc1cc(OC2CCCCC2)nc(-c2ccccc2O)n1	-0.3%	2%	-3%	-42%	4%	u	-3%	-2%	-5%	-1%	-8%
O=C1C(c2ccccc2)c2ccccc2N1Cc1ccccc1 (stereo not drawn)	x	x	x	0%	3%	x	-11%	x	0%	x	1%
Cc1ccc(NC2=CC(=O)CC(C)(C)C2)cc1Cl	-0.9%	-2%	3%	15%	-11%	21	-52%	-5%	-1%	2%	163%[activator]
Cc1cc(NC(=O)COc2ccc(Cl)cc2Cl)n(-c2ccccc2)n1	-0.5%	1%	-12%	10%	6%	-3	-10%	-13%	-1%	-34%	1%
CN(C)S(=O)(=O)c1cccc(NC(=S)N(CCC#N)Cc2cccnc2)c1	0.1%	3%	-7%	0%	1%	0	-9%	0%	2%	-2%	2%
CN(Cc1ccccc1)S(=O)(=O)c1ccc(Cl)c(C(=O)N2CCC2)c1	-0.3%	2%	-14%	-2%	-5%	6	-26%	0%	-1%	-3%	-1%
CCCC1C(C(=O)OCC)=C(C)NC(C)=C1C(=O)OCC	-1.1%	2%	-41%[inhibitor]	-18%	7%	4	-29%	2%	-6%	0%	39%
COc1ccc(C2/C=C\CN(Cc3ccc(N(C)C)cc3)CC(=O)N2Cc2ccc(F)cc2)cc1 (stereo not drawn)	-0.5%	8%	1%	2%	10%	13	0%	-2%	-5%	-20%	-5%
O=C(/C=C/c1cccs1)N1CCC2(CC1)Oc1ccc(Cl)cc1C(=O)C21CC(c2cccnc2)=NO1 (stereo not drawn)	-1.1%	-8%	-2%	-33%	u	6	-34%	-13%	-5%	6%	-2%
COC(=O)NCCOc1nc(N(C)C)nc(N(C)C)n1	0.4%	-1%	-3%	-1%	4%	0	-8%	1%	-5%	0%	1%
CCCCNC(=O)c1nn2c(C(F)(F)F)cc(-c3ccccc3)nc2c1Br	4.3%	2%	15%	6%	3%	2	-18%	-6%	-1%	-1%	-5%
Cc1cccc(C(=O)Nc2nnc(S(=O)(=O)N3CCOCC3)s2)c1	-0.4%	5%	u	-10%	-14%	-5	4%	4%	2%	-1%	-3%
Cc1ccc(CSCCC(=O)NCCc2ccc(Cl)cc2)cc1	-0.5%	0%	-2%	4%	3%	10	-10%	1%	-3%	9%	3%
COc1ccc(NC(=O)C(NC(=O)Cc2cccs2)c2ccc(C)cc2)cc1 (stereo not drawn)	-0.7%	1%	x	-4%	22%	3	-9%	20%	-1%	-15%	5%
O=C(COc1ccc(Cl)cc1Br)Nc1ccccc1N1CCCC1	-0.4%	-1%	17%	7%	24%	29	-47%	u	2%	-1%	-5%
O=C(NC1CCCc2ccccc21)c1ccccc1Br (stereo not drawn)	0.4%	5%	1%	16%	-2%	1	-1%	-1%	1%	-11%	-1%
O=C(O)CNC(=O)/C(=C\c1ccc2c(c1)OCO2)NC(=O)c1ccc(Br)cc1	-1.1%	-1%	-5%	9%	-2%	2	-50%	-3%	0%	2%	0%
Cc1ccc(-c2csc(N(C)C(=O)c3c(C)nn(-c4ccccc4)c3Cl)n2)cc1	0.0%	0%	5%	19%	8%	-6	-29%	-7%	-6%	7%	-7%
c1ccc(CCn2c(C3CC3)nc3ccccc32)cc1	-0.2%	1%	-1%	15%	x	u	-8%	-8%	-4%	4%	1%
NC(=O)c1nn(Cc2ccccc2)c(=O)c2ccccc12	0.1%	2%	0%	8%	-2%	-1	-16%	-4%	-4%	2%	5%
COc1ccccc1-c1ccc(SCc2ccc([N+](=O)[O-])cc2)nn1	-0.2%	4%	1%	0%	-4%	-2	0%	-14%	-1%	-6%	-4%
Cc1cccn2c(=O)c3cc(C(=O)N4CCN(Cc5ccccc5)CC4)sc3nc12	0.0%	2%	3%	-29%	6%	16	-32%	-3%	0%	3%	i
Cc1ccc(NC(=O)CCN2C(=O)NC(C)(C)C2=O)cc1F	3.5%	-2%	3%	14%	-5%	2	8%	-1%	3%	-15%	1%
Cc1cccc2cc(CN(Cc3cccs3)C(=S)NCC3CCCO3)c(=O)[nH]c12 (stereo not drawn)	-0.9%	1%	0%	2%	1%	22	-47%	-4%	-1%	-17%	-1%
Cc1ccc(S(=O)(=O)c2cc3c(=O)n4cccc(C)c4nc3n(CC3CCCO3)c2=N)cc1 (stereo not drawn)	0.1%	3%	1%	x	x	4	x	-7%	x	-1%	x
Cc1ccccc1NC(=O)C1COc2ccccc2O1 (stereo not drawn)	0.5%	0%	x	-23%	-9%	-1	-1%	1%	-2%	5%	2%
